Compound activity deposited in PubChem BioAssay by The Scripps Research Institute Molecular Screening Center.
ADAM17 inh: ADAM17 inhibition, QFRET primary screen; P78536; recombinant ADAM17, EDANS/DABCYL FRET peptide cleavage; inhibition, % at 6.95 µM; 0.83% of 370,000 active;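 active means inhibition above the mean of compounds lying between control limits plus 3 SD, set per campaign, cut at about 8.5% in these data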;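 further: 0% = DMSO-only wells as the low control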
UHRF1 MBD2 ctr: blocks human UHRF1 binding to methylated DNA | Q96T88 | UHRF1 binding to methylated oligo, TR-FRET | inhibition, % at 4.4 µM | 0.75% of 370,000 active | AID 687016; in the data active means inhibition above about 21%;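 further: UHRF1 SRA domain binding a hemimethylated CpG hairpin DNA probe; 0% = median of test compound wells and 100% = reference inhibitor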
KLK7 zymogen act: proKLK7 (human) activation, primary screen | AID 652039 | P49862 | 0.9% of 370,000 active | purified proKLK7, EDANS-DABCYL substrate fluorescence; 100% is mature enzyme control, 0% vehicle | activation, % at 7 µM;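 active means activation above the mean of all tested compounds plus 3 SD, computed per campaign excluding outliers beyond control limits, cut at about 13% in these data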
DDE Tn7 FP inh: inhibitors of Tn7 peptide binding to human fibrin DD(E). inhibition, % at 8.3 µM. FP displacement of FITC-Tn7 peptide from fibrin DD(E); 0% = median of compound wells per plate. 0.13% of 370,000 active;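 active means inhibition above the mean of compounds falling within the control limits plus 3 SD of them, cut at about 14% in these data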;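 further: 0% = plate median of compound wells and 100% = 10 µM Aha-Tn7 peptide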
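Assay system: Human fibrin DD(E) protein | Medium: Tris buffer with calcium and detergent, pH 7.8 | Reagent: 0.1 µM fluorescent Tn7 | Compound dosing: Single point at 8.3 µM | Times: 10 min preincubation, 3 h with tracer, room temperature | Detection: Fluorescence polarization of the labelled Tn7 tracer | Controls: Aha-Tn7 high control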
ASAP1 GAP inh: blocks human ASAP1-stimulated Arf1 GTP hydrolysis; Q9ULH1; GDP FP detection; inhibition, % at 16.5 µM; 0.19% of 360,000 active; AID 624377; in the data active means inhibition above about 25%;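 further: 0% = vehicle with enzyme and substrate and 100% = no enzyme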
Target sequence (Q9ULH1 325-724 limits assumed): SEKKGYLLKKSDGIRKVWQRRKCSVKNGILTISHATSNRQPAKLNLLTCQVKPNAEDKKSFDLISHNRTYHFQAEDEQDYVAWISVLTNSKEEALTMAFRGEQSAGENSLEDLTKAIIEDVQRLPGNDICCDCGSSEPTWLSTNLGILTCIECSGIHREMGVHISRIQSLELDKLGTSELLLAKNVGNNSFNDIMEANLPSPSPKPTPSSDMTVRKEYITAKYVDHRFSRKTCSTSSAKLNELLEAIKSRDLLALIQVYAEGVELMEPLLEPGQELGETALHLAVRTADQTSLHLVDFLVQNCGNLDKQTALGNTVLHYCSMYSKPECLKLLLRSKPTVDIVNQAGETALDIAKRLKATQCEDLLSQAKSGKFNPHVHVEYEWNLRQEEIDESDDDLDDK
ARFGAP1 inhibitor: rat ARFGAP1 inhibition; Q62848; Arfgap1-stimulated ARF1 GTP hydrolysis, GDP FP detection; inhibition, % at 16.5 µM; 0.26% of 360,000 active; AID 651572;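 active means inhibition above a per-plate limit, mean inhibition of low control wells plus 3 SD, cut at about 25% in these data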;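 further: 0% = DMSO wells with enzyme and 100% = wells lacking Arfgap1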
Target sequence (Q62848 1-136 limits assumed): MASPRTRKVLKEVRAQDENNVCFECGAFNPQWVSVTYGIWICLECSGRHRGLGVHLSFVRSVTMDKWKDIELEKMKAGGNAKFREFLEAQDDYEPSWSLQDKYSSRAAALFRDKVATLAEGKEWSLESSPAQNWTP
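system = rat Arfgap1 catalytic domain, aa 1-136 | technique = FP, GDP Alexa 633 tracer displaced from anti-GDP antibody, 620/688 nm | compound = one concentration, 16.5 µM, DMSO 1.26% | medium = HEPES-based buffer, pH 7.5 | timing = compound-enzyme preincubation 20 min, reaction 120 min, detection 60 min, 25 °C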
MBD2 inh: inhibitors of human MBD2 binding to methylated oligonucleotide; Q9UBB5; TR-FRET; inhibition, % at 4.4 µM; 0.31% of 370,000 active; AID 686964; in the data active means inhibition above about 13%
Target sequence (Q9UBB5 whole entry, looked up): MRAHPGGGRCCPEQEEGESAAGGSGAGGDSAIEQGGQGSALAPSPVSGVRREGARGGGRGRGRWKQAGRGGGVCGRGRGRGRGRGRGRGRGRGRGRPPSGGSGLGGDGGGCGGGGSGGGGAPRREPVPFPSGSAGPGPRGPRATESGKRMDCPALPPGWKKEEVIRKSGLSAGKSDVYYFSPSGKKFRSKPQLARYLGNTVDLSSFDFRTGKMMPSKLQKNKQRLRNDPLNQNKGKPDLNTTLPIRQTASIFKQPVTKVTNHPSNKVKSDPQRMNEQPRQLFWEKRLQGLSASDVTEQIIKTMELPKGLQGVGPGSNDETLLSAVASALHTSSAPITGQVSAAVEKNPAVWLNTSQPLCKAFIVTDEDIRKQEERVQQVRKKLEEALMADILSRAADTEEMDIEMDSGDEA
PLCb3 inh: blocks human PLC-beta3 enzyme activity; inhibition, % at 12.2 µM; 0.18% of 370,000 active; AID 720704; Purified PLC-beta3, fluorogenic substrate, fluorescence; in the data active means inhibition above about 11%;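 further: 0% = median of compound wells on plate and 100% = full blocker control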
PLC-gamma1 inh: PLC-gamma1 (human) inhibition, primary screen; inhibition, % at 12.2 µM; 0.84% of 370,000 active; P19174; purified PLC-gamma1, fluorogenic substrate, fluorescence; in the data active means inhibition above about 9.5%
DDE Tn6 FP inh: DD(E)-Tn6 binding inhibition, primary FP screen; P02675; Fibrin DD(E) TRITC-Tn6 fluorescence polarization displacement; inhibition, % at 8.3 µM; 0.21% of 370,000 active; AID 720509;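 active means inhibition above a per-campaign cutoff: mean of compounds within control limits plus 3 SD, cut at about 15% in these data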;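 further: 0% = median of all compound wells on the plate and 100% = blocking peptide control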
The depositor's hits bear a star; i = inactive.

Screens by letter – A = ADAM17 inh; B = UHRF1 MBD2 ctr; C = KLK7 zymogen act; D = DDE Tn7 FP inh; E = ASAP1 GAP inh; F = ARFGAP1 inhibitor; G = MBD2 inh; H = PLCb3 inh; I = PLC-gamma1 inh; J = DDE Tn6 FP inh
> CCOC(=O)c1cnc2ccccc2c1NCCc1ccc(OC)c(OC)c1
  A: 0	B: 0	C: -0.2	D: 4	E: 5	F: 4	G: -5	H: -10	I: -6	J: 3

> CC(C)NC(=O)COc1coc(CN2CCN(c3ccccc3)CC2)cc1=O
  A: 2	B: -1	C: 0.3	D: -1	E: -2	F: -4	G: -5	H: -3	I: 5	J: 5

> CCOc1ccc(Nc2nc(NCCN3CCOCC3)nc(OC)n2)cc1
  A: 2	B: -2	C: -0.4	D: 4	E: -1	F: -9	G: 2	H: 1	I: 2	J: 2

> Cc1ccc(-c2csc(NC(=O)CSc3nc4ccccc4o3)n2)cc1
  A: -3	B: -4	C: 0.3	D: -5	E: 8	F: 2	G: 1	H: 1	I: 1	J: -13

> O=C(Cc1ccc(Cl)cc1)NNC(=O)c1cnccn1
  A: -4	B: 0	C: -0.2	D: -1	E: -10	F: -3	G: -2	H: 2	I: 1	J: -1

> O=C(CN1CCN(S(=O)(=O)c2ccc(F)cc2)CC1)NCC1(N2CCOCC2)CCCCC1
  A: 0	B: -2	C: -0.1	D: 4	E: -10	F: -7	G: -2	H: -1	I: -1	J: 6

> COc1ccc(C(C(=O)NCC2CCCO2)N(C(=O)Cn2nnc3ccccc32)c2ccc(NC(C)=O)cc2)cc1 (configuration not stated)
  A: -2	B: -2	C: -0.5	D: 6	E: 3	F: -1	G: 2	H: -6	I: 0	J: 1

> CNC12CCc3cc(OC)c(OC)c(c31)-c1cc3c(cc1C2)OCO3 (configuration not stated)
  A: -12	B: 30*	C: -2.5	D: -3	E: 9	F: -7	G: 23*	H: -69	I: -61	J: -15

> S=c1[nH]nc(-c2ccc3ncccc3c2)n1-c1ccc2c(c1)OCCO2
  A: -2	B: -2	C: -0.2	D: -3	E: -2	F: -10	G: 2	H: -9	I: -3	J: 8

> Cc1ccc(S(=O)(=O)c2nc(-c3ccccc3Br)oc2N(C)C)cc1
  A: -2	B: 3	C: 0.2	D: -7	E: 0	F: 7	G: -3	H: 1	I: 5	J: 3

Two consecutive records already listed:
Screens by letter – A = ADAM17 inh; B = UHRF1 MBD2 ctr; C = KLK7 zymogen act; D = DDE Tn7 FP inh; E = ASAP1 GAP inh; F = ARFGAP1 inhibitor; G = MBD2 inh; H = PLCb3 inh; I = PLC-gamma1 inh; J = DDE Tn6 FP inh
> S=c1[nH]nc(-c2ccc3ncccc3c2)n1-c1ccc2c(c1)OCCO2
  A: -2	B: -2	C: -0.2	D: -3	E: -2	F: -10	G: 2	H: -9	I: -3	J: 8

> Cc1ccc(S(=O)(=O)c2nc(-c3ccccc3Br)oc2N(C)C)cc1
  A: -2	B: 3	C: 0.2	D: -7	E: 0	F: 7	G: -3	H: 1	I: 5	J: 3

The results go on.
Screens by letter – A = ADAM17 inh; B = UHRF1 MBD2 ctr; C = KLK7 zymogen act; D = DDE Tn7 FP inh; E = ASAP1 GAP inh; F = ARFGAP1 inhibitor; G = MBD2 inh; H = PLCb3 inh; I = PLC-gamma1 inh; J = DDE Tn6 FP inh
> COC(=O)c1ccccc1NC(=O)COc1ccc(S(=O)(=O)N2CCCC2)cc1C
  A: -2	B: -5	C: -0.4	D: 0	E: 12	F: -2	G: 3	H: 4	I: 3	J: -10

> CC(NC(=S)NCCN1CCOCC1)C12CC3CC(CC(C3)C1)C2 (configuration not stated)
  A: 0	B: -1	C: -0.5	D: 8	E: -4	F: -4	G: 4	H: 3	I: 3	J: 10

> Cc1noc(C)c1CSc1ccccc1C(=O)OC(C)C(N)=O (configuration not stated)
  A: 0	B: 0	C: -0.7	D: -4	E: 0	F: -2	G: 1	H: -6	I: 0	J: 13

> Cn1cccc1C(=O)NCc1ccc(Cl)cc1
  A: -5	B: 0	C: 0.5	D: 1	E: 4	F: -7	G: 4	H: -6	I: 2	J: 5

> CCOC(=O)c1[nH]c(C)c(/C(O)=C2\C(=O)C(=O)N(CCN(C)C)C2c2cccc(OC)c2OC)c1C (configuration not stated)
  A: -4	B: -1	C: 0.6	D: 1	E: -17	F: -10	G: -8	H: -2	I: 0	J: 5

> COc1ccc(NC(=O)Nc2nnc(-c3ccccc3SCc3ccccc3)s2)cc1
  A: -2	B: 0	C: -1.2	D: -3	E: 12	F: -15	G: 3	H: 3	I: 2	J: -5

> CC1CCC2C(=O)N(c3ccccc3OC(=O)c3ccccc3F)C(=O)C2C1 (configuration not stated)
  A: -5	B: 1	C: -0.4	D: 1	E: 2	F: 6	G: -1	H: -2	I: 1	J: 1

> Cc1cc(NC(=O)CN2CCCCC2C)no1 (configuration not stated)
  A: -6	B: 2	C: -0.1	D: -6	E: -4	F: 9	G: -1	H: 3	I: 1	J: 5

> Cc1ccc2nc(SCC(=O)OCc3ccccc3)nc(=O)n2c1
  A: -13	B: 0	C: 0.5	D: 3	E: -3	F: -3	G: -2	H: -9	I: -1	J: 0

> C/C(N)=C(\C#N)C(=O)NCCc1ccccn1
  A: -1	B: -1	C: -0.2	D: 1	E: 4	F: 13	G: -3	H: 0	I: 3	J: -1

Single records, from the list above.
`Cc1cc(NC(=O)CN2CCCCC2C)no1` (configuration not stated) is entered as ADAM17 inh = -6; UHRF1 MBD2 ctr = 2; KLK7 zymogen act = -0.1; DDE Tn7 FP inh = -6; ASAP1 GAP inh = -4; ARFGAP1 inhibitor = 9; MBD2 inh = -1; PLCb3 inh = 3; PLC-gamma1 inh = 1; DDE Tn6 FP inh = 5
`CCOc1ccc(Nc2nc(NCCN3CCOCC3)nc(OC)n2)cc1` is entered as ADAM17 inh = 2; UHRF1 MBD2 ctr = -2; KLK7 zymogen act = -0.4; DDE Tn7 FP inh = 4; ASAP1 GAP inh = -1; ARFGAP1 inhibitor = -9; MBD2 inh = 2; PLCb3 inh = 1; PLC-gamma1 inh = 2; DDE Tn6 FP inh = 2
`Cc1noc(C)c1CSc1ccccc1C(=O)OC(C)C(N)=O` (configuration not stated) is entered as ADAM17 inh = 0; UHRF1 MBD2 ctr = 0; KLK7 zymogen act = -0.7; DDE Tn7 FP inh = -4; ASAP1 GAP inh = 0; ARFGAP1 inhibitor = -2; MBD2 inh = 1; PLCb3 inh = -6; PLC-gamma1 inh = 0; DDE Tn6 FP inh = 13

(list continues)
Screens by letter – A = ADAM17 inh; B = UHRF1 MBD2 ctr; C = KLK7 zymogen act; D = DDE Tn7 FP inh; E = ASAP1 GAP inh; F = ARFGAP1 inhibitor; G = MBD2 inh; H = PLCb3 inh; I = PLC-gamma1 inh; J = DDE Tn6 FP inh
> COc1ccc(CN2CCN(Cc3cc(=O)oc4cc(C)ccc34)CC2)c(OC)c1OC
  A: -1	B: -2	C: -0.4	D: 3	E: -7	F: -5	G: 1	H: -8	I: -1	J: -4

> CCOc1ccc(-c2c(C(=O)N/N=C/c3cccc(Br)c3)nnn2-c2nonc2N)cc1
  A: 6	B: 5	C: 0.6	D: 1	E: -3	F: 16	G: 9	H: -7	I: 2	J: -3

> CN(C)CCCNc1cc(C(C)(C)C)nc2c(-c3ccc(Cl)cc3)cnn12
  A: -102	B: 5	C: -14	D: -2	E: 13	F: 9	G: 0	H: i	I: -439	J: -5

> COc1cccc(/C=N/NC(=O)C(=O)NCc2ccco2)c1O
  A: -2	B: -2	C: -0.2	D: -7	E: 12	F: 2	G: 2	H: -2	I: -3	J: 0

> COc1ccc(C(c2sc3nc(C)nn3c2O)N2CCC(O)CC2)cc1OC (configuration not stated)
  A: -5	B: 3	C: 0.6	D: -4	E: 5	F: 13	G: 5	H: -3	I: -4	J: -5

> O=C(CN(CC1CCCO1)C(=O)CCC(=O)Nc1ccccn1)NCC1CCCO1 (configuration not stated)
  A: 1	B: 0	C: 0.2	D: 0	E: -13	F: 7	G: -3	H: 2	I: 9	J: -2

> COc1cc2c(C(=O)Nc3ccccc3F)cn(C)c(=O)c2cc1OC
  A: -4	B: 0	C: 0.0	D: -2	E: 4	F: -2	G: 2	H: 3	I: 1	J: 5

> CCN(CC)C(=O)CSc1nnc([C@@H](NC(=O)OC(C)(C)C)C(C)C)o1
  A: -2	B: 0	C: 0.4	D: -2	E: 1	F: -17	G: 0	H: 1	I: -1	J: 1

> COc1cccc(CNS(=O)(=O)c2ccc(S(=O)(=O)N3CCCC3)cc2)c1
  A: -2	B: 3	C: 0.3	D: 11	E: -10	F: -7	G: -3	H: -3	I: 2	J: 1

> O=c1nc(N2CCOCC2)ccn1Cc1ccc(Br)cc1
  A: -2	B: 4	C: 0.2	D: 1	E: 1	F: -4	G: -4	H: 0	I: 3	J: 0

> COc1ccc(CNC(=O)C2CCCN(c3nn4c(=O)cc(C)nc4s3)C2)cc1 (configuration not stated)
  A: 0	B: 3	C: 0.1	D: 3	E: 10	F: 2	G: 2	H: -6	I: 2	J: -4

> O=C([C@@H]1Cc2ccccc2CN1)N1CCN(Cc2ccccc2)CC1
  A: -5	B: -1	C: -0.1	D: 1	E: 12	F: 2	G: 3	H: -16	I: -9	J: -1

> CCC(CO)Oc1cc(NCc2ccc(C)c(C)c2)c2ncn(C(C)C)c2c1 (configuration not stated)
  A: 2	B: -6	C: -0.1	D: 3	E: 13	F: 3	G: -3	H: -2	I: 1	J: 7

> C=CCOC(=O)C1=C(C)NC(C)=C(C(=O)OCC=C)C1c1cn(-c2ccccc2)nc1-c1ccco1
  A: -4	B: 0	C: -0.9	D: 6	E: -7	F: -4	G: 4	H: -20	I: -19	J: -7

> CCOc1ccc(C(=O)Nc2ccc(S(=O)(=O)N3CCOCC3)cc2)cc1OCC
  A: -3	B: 4	C: 0.4	D: 2	E: 9	F: 6	G: 4	H: 1	I: 1	J: -7

> O=C(NCc1ccc(C(=O)O)cc1)OCc1ccccc1
  A: -7	B: -1	C: 1.0	D: 0	E: -1	F: -11	G: -4	H: -3	I: -6	J: 2

> O=C(NCCc1ccccc1)C1Cc2c(-c3ccccc3)ccnc2O1 (configuration not stated)
  A: -3	B: 4	C: -0.4	D: 8	E: -4	F: 1	G: 1	H: -4	I: 1	J: 3

> COc1ccc(Cl)cc1C(=O)NNC(=O)CSc1nnc2ccccn12
  A: 4	B: 1	C: 0.8	D: 0	E: -2	F: -10	G: 4	H: -7	I: 7	J: 0

> Cc1ccc(S(=O)(=O)N2CCN(C(=O)COc3ccc(-c4nnco4)cc3)CC2)cc1
  A: -3	B: 2	C: 0.5	D: 5	E: -11	F: 1	G: -1	H: -2	I: -3	J: 1

> CCN(CC)C(=O)c1sc(NC(=O)Cc2ccccc2)c(C#N)c1C
  A: -5	B: -1	C: 0.1	D: -1	E: -2	F: -2	G: -4	H: -1	I: -3	J: -8

> CCOC(=O)Cc1ccc2sc(-c3ccccc3)nc2c1
  A: -1	B: 4	C: 0.7	D: 2	E: -4	F: -7	G: 6	H: -3	I: -1	J: -3
